Bioassay records: PubChem, National Center for Advancing Translational Sciences (NCATS)
MCF10A rerep = induces DNA re-replication in MCF 10a normal breast cells; 350,000 compounds, 2.9% hits; Potency, µM (titrated, usually from 46.1 µM), for the others: top-dose activity, positive = re-replication, actives largely listed as activators; MCF 10A DNA re-replication, Hoechst nuclear intensity, 48 h; note: % of control where 0% means no effect; nearly all actives have a fitted effect of over 50% in size
ATXN2 expr inh = ATXN2 expression inhibition. HEK-293 ATXN2-luciferase reporter, luminescence, 24 h. Potency, µM (top dose mostly 57 µM), without a hit: at the top dose activity change, negative = inhibition, usual class: inhibitors. 360,000 compounds, 0.72% hits. AID 1745845; note: % is set by controls: 0 for no effect and ±100 for the full control effect; nearly all actives have a fitted effect of over 55% in size
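ATXN2-luciferase reporter cells (luciferase flanked by upstream and downstream ATXN2 gene portions) were treated 24 h at 37 °C with compounds at up to 57 uM. SteadyGlo luminescence gave expression; GF-AFC fluorescence gave viability.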
Nrf2 inh = blocks Nrf2 signaling | 360,000 compounds, 2.1% hits | A549 ARE-Fluc reporter, luciferase luminescence, 18-24 h | Potency, µM (titrated, usually from 46 µM), without a hit: at the top dose activity change, negative = inhibition, usual class: inhibitors | AID 504444; note: % is set by controls: 0 for no effect and ±100 for the full control effect; nearly all actives have a fitted effect of over 60% in size
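Quantitative HTS in A549 cells stably bearing an antioxidant response element-firefly luciferase construct. Inhibition of Nrf2-driven transcription was scored by luminescence after 18-24 h of compound exposure at 37 °C.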
HepG2 tox = kills HepG2 cells in TGF-b inhibitor counter-screen | HepG2 CAGA-GFP viability, ATP luminescence, 18 h | Potency, µM (doses to about 46.1 µM), for the others: at the highest dose activity change, negative = cytotoxicity, most hits filed as cytotoxic | 410,000 compounds, 0.76% hits | AID 588856; note: some results filed as inactive show a strong effect at the top dose
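CellTiter-Glo luminescence gave cytotoxicity after 18 hours at 37 degrees C. The cells were HepG2 CAGA-GFP in 1% FBS DMEM, stimulated with 500 pg/mL TGF-beta after compound addition. %Activity was normalised to no-cell wells (complete cell-killing) and DMSO (no toxicity), and curves were fitted and classified.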
EPAC2 antagonist = antagonists of human EPAC2; Q8WZA2; EPAC2 GEF exchange of Rap1B-BODIPY-GDP, fluorescence; Potency, µM (titrated, usually from 114 µM), without a hit: at the highest dose activity, negative = inhibition, most hits filed as inhibitors; 360,000 compounds, 0.18% hits; note: % is set by controls: 0 for no effect and ±100 for the full control effect; nearly all actives have a fitted effect of over 45% in size; many of its hits are not listed in these tables
Target sequence (Q8WZA2 whole entry, looked up): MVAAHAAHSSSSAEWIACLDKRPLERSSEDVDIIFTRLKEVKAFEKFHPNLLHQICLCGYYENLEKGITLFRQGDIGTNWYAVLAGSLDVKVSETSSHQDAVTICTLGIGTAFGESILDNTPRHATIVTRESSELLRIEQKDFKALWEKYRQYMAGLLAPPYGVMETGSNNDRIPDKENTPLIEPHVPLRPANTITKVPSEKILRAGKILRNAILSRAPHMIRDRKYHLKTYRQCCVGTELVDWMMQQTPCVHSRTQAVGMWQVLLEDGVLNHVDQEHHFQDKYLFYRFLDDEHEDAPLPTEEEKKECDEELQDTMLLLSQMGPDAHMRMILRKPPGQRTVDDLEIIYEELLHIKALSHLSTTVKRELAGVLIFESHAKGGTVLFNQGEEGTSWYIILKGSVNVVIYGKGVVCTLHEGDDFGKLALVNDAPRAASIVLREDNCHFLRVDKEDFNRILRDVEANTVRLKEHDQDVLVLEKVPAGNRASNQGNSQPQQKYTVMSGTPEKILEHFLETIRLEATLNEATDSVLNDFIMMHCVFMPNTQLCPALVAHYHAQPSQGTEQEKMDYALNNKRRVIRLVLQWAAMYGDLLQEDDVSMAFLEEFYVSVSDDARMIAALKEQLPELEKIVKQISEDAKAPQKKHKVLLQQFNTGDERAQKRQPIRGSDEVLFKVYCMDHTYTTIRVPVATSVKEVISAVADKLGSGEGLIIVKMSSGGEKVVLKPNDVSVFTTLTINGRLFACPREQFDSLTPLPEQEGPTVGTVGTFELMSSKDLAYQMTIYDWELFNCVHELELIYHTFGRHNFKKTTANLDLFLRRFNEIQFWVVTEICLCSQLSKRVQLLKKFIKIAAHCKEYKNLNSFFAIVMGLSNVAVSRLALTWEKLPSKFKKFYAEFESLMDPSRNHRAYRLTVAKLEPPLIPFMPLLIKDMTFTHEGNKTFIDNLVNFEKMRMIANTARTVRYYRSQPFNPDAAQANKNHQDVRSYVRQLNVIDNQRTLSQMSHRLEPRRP
TGFb inhibitor = blocks TGF-b signaling; 410,000 compounds, 1.2% hits; AID 588855; HepG2 CAGA-GFP TGF-b/SMAD3 reporter, GFP fluorescence, 18 h; TGF-beta stimulated, 500 pg/mL final; Potency, µM (titrated, usually from 46.1 µM), for the others: at the highest dose activity, negative = inhibition, hits mostly inhibitors; note: % is set by controls: 0 for no effect and ±100 for the full control effect; nearly all actives have a fitted effect of over 65% in size
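Per well, imaged GFP fluorescence of HEPG2 CAGA-GFP cells gives the signal; cells get compound, then TGF-beta (500 pg/mL final), 18 h at 37 degrees C; %Activity versus -TGF-beta and +DMSO controls.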
A549 tox = counter-screen for Nrf2 inhibitors: cytotoxicity in A549 cells; Potency, µM (titrated, usually from 46 µM), for inactives: top-dose activity change, negative = cytotoxicity, actives largely listed as inhibitors; 390,000 compounds, 0.16% hits; A549 ARE-Fluc cells, CellTiter-Fluor viability, 18-24 h; note: % is set by controls: 0 for no effect and ±100 for the full control effect
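Cytotoxicity counterscreen: CellTiter-Fluor fluorescence was measured in A549 ARE_Fluc cells after 18-24 h of compound exposure in a concentration series. The subsequent BugLite luminescent read reports ARE-luciferase activity.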
ATXN viability = cell viability loss in ATXN counter-screen; S2 cells (HEK-293 line with an ATXN2-luciferase reporter) viability, CellTiter-Fluor protease fluorescence, 24 h; Potency, µM (highest dose often 56.7 µM), actives largely listed as cytotoxic; 400,000 compounds, 0.49% hits; note: nearly all actives have a fitted effect of over 40% in size
Nrf2 activator = activators of Nrf2 (ARE) signaling; AREc32 ARE-luciferase reporter (MCF7-derived line), luminescence, 24 h; Potency, µM (doses to about 46.1 µM), for the others: at the highest dose activation, most hits filed as activators; 410,000 compounds, 0.31% hits; note: % of control where 0% means no effect; nearly all actives have a fitted effect of over 65% in size
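ARE-driven firefly luciferase activity in AREc32 cells measured after a 24 hr compound exposure at 37 deg C, using Steady-Glo reagent and a 30 min room-temperature hold.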
* = called active by the depositor; i = inactive; ? = inconclusive; . = no result given; [ ] = another dose, or the depositor's remark. Calls come from the whole dose curve; as a rule, active = well fitted curve in the direction sought with a large enough effect; inconclusive = small, poorly fitted or top-dose-only effect, or another doubt; inactive = no such curve, though single readings can be large; an effect the other way counts as inactive or inconclusive. Potency is the fitted concentration of half-maximal effect. This is a subset. The share of hits here may be higher or lower than overall.

SMILES	MCF10A rerep	ATXN2 expr inh	Nrf2 inh	HepG2 tox	EPAC2 antagonist	TGFb inhibitor	A549 tox	ATXN viability	Nrf2 activator
Cc1cc(Oc2ccc(Cl)cc2)nc(-c2ccccn2)n1	?	?	?	-23%	-10%	?	3%	i	4.2%
O=C(CSc1n[nH]c(-c2ccncc2)n1)Nc1ccc(Cl)c(Cl)c1	19%	-2%	-22%	-18%	-15%	-15%	19%	i	4.0%
O=C(NCC1CCCO1)c1ccc(NC(=O)c2ccc([N+](=O)[O-])cc2)cc1 (configuration not stated)	-14%	.	?	9%	12%	8%	10%	i	-0.7%
Cc1ccc(CNC(=O)CCCn2c(=O)c3ccccc3n(Cc3ccccc3Cl)c2=O)cc1	.	13%	5%	0%	.	-3%	6%	i	-0.8%
N#C/C(=C\c1ccncc1)C(=O)Nc1ccc(C(=O)O)cc1	-2%	.	-5%	-13%	0%	-3%	8%	i	0.3%
Cc1ccc(NC(=O)c2cc3c(=O)oc4ccccc4c3s2)nc1	-2%	-19%	-9%	-16%	-11%	18%	3%	i	0.2%
O=C(CSc1nc2ccc([N+](=O)[O-])cc2[nH]1)c1ccc(Cl)cc1	?	-3%	-29%	2%	11%	?	-5%	i	11µM*
Cc1ccc(-c2nc3ccccc3[nH]2)cc1NC(=O)c1ccco1	3%	5%	10%	0%	3%	0%	-4%	i	5.1%
Cn1ccc(C(=O)OCC(=O)c2ccccc2)n1	-13%	42%[activator]	?	10%	10%	-22%	4%	i	1.7%
CCC(=O)N1c2ccc(S(=O)(=O)CCC(=O)N3CCN(c4ccccc4F)CC3)cc2CC1C (configuration not stated)	-7%	-20%	-16%	-1%	-4%	6%	16%	i	-0.7%
COc1ccc(S(=O)(=O)N2CCC(C(=O)Nc3ccccc3N3CCCCC3)CC2)cc1OC	5%	1%	-28%	6%	4%	12%	-8%	i	-0.2%
COc1ccc(N=Cc2c(O)n(-c3cccc(C)n3)c(=O)c3ccccc23)c(OC)c1	?	-31%	?	13%	119%[activator]	10%	-9%	.	-0.6%
Cc1ccc(CNC(=O)C2=NNC(=O)CC2)cc1	-5%	2%	-8%	8%	-6%	6%	1%	i	2.0%
CC12COC3(C(=O)Nc4ccc(Cl)cc4)CC1CCC32C (configuration not stated)	?	5%	6%	-8%	-6%	-6%	9%	i	2.1%
O=S(=O)(c1ccc(Cl)cc1)N1CCN(Cc2ccc(O)c3ncccc23)CC1	?	?	?	-1%	7%	?	-2%	i	0.3%
CCc1nn(CC(=O)Nc2cccc(C)c2C)c(=O)c2cc3sccc3n12	.	.	-29%	-14%	.	-18%	1%	.	0.1%
CCN(C(=O)COC(=O)c1ccccc1OCc1ccc(Cl)cc1)C1CCS(=O)(=O)C1 (configuration not stated)	0%	0%	3%	-10%	0%	-2%	0%	i	-0.3%
CC1(C)CN(c2ccc(-c3ccnc4ncnn34)cc2)C1=O	-8%	10%	-17%	0%	-2%	6%	-7%	i	0.3%[9.22 µM]
COc1ccc2c(c1)CC/C2=N\NC(=O)c1ccccc1	?	63%[activator]	?	-6%	11%	-1%	2%	i	0.2%
CCCCNC(=O)N1CCN(C(c2ccccc2)c2ccccc2)CC1	-7%	5%	-6%	-13%	-13%	-2%	-2%	i	2.9%
COc1ccccc1NC(=O)Cn1ncc2c1-c1ccccc1OC2	-8%	-11%	-16%	-9%	4%	0%	6%	i	8.1%
OC[C@@H]1CN(CCN2CCOCC2)C[C@H](n2cnc3c(NCc4ccco4)ncnc32)O1	.	6%	.	1%	-10%	1%	.	i	0.2%
Cc1occc1C(=O)N1CCCC(N2CCN(c3cccc(C(F)(F)F)c3)CC2)C1 (configuration not stated)	?	-18%	?	-32%	6%	?	-13%	i	1.6%
COC(=O)c1c(NC(=O)c2nc(SCc3cccc(C)c3)ncc2Cl)sc2c1CCCC2	.	1%	23%	-11%	.	-17%	1%	i	-0.5%
Cc1occc1C(=O)N/N=C/C=C\c1ccccc1[N+](=O)[O-]	1%	12%	?	3%	-1%	5%	-2%	?	6.3%
CCOC(=O)CN1C=C(c2ccc3ccccc3n2)C(C[N+](=O)[O-])c2ccccc21 (configuration not stated)	16µM*	54%[activator]	?	2%	8%	55%[activator]	6%	i	7.4%
Cc1cccc(NC(=O)C2CCN(S(C)(=O)=O)CC2)c1C	0%	-5%	-22%	4%	0%	-3%	-2%	?	0.0%
O=C(COC(=O)c1cc(S(=O)(=O)N2CCOCC2)ccc1F)NC1CCCCC1	0%	0%	0%	1%	5%	5%	0%	i	-0.8%
O=C(NCCC1=CCCCC1)C1CCN(c2nc3ccccc3o2)CC1	22%	3%	-28%	-1%	5%	0%	-3%	i	-0.2%
COc1ccc(NC(=O)CSc2nc(N3CCCCC3)nc(N3CCCCC3)n2)cc1	22%	-12%	-11%	-2%	9%	20%	3%	i	0.3%
CS(=O)(=O)c1ccc(-c2cccc(NC(=O)c3ccc4c(c3)OCO4)c2)nn1	.	.	.	-1%	5%	-1%	.	i	0.5%
Cc1c(C)c(C)c(C(=O)C2CCN(c3ccc([N+](=O)[O-])cn3)CC2)c(C)c1C	9%	-3%	-23%	-1%	13%	0%	1%	.	-0.9%
COc1cc(C(=O)NC(CCSC)C(=O)Nc2ccc(N3CCOCC3)cc2)cc(OC)c1OC (configuration not stated)	.	.	.	-30%	6%	0%	.	i	0.5%
O=C(NCCc1ccc(Cl)cc1)c1ccc(=O)[nH]c1	0%	16%	-1%	6%	5%	-19%	1%	i	0.1%
O=C1C(=Cc2ccncc2)CCCc2ccccc21	.	.	.	-17%	-3%	-25%	.	i	?
Cc1cccc(-n2ccnc2SCC(=O)Nc2cccc3ccccc23)c1C	.	-24%	.	-20%	.	-24%	15%	i	-1.0%
Cn1c(SCCCC(=O)c2ccccc2)nnc1-c1ccncc1	6%	-3%	5%	-3%	9%	-1%	-5%	?	-0.2%
CCOc1ccc2nc(NC(=O)Cn3c(C)csc3=O)sc2c1	-2%	31%[activator]	16%	-9%	4%	?	-3%	i	0.1%
C=CCn1nnnc1-c1cc(Cl)cc(Cl)c1	0%	6%	-6%	6%	-4%	-4%	6%	i	0.1%
CC(=O)N1CCc2c(sc(NC(=O)C3CCN(S(=O)(=O)c4cccs4)CC3)c2C(N)=O)C1	-11%	0%	-35%	-14%	1%	29%	-9%	i	1.8%
O=S1c2ccccc2Nc2ccccc21	1%	9%	13%	-23%	13%	5%	0%	i	-1.1%
COc1cc(NC(=O)NCCN2CCN(c3ccc(Cl)cc3)CC2)ccc1C	?	-19%	.	-35%	-1%	14%	-1%	i	6.2%
O=C1N[C@@H](Cc2ccccc2)COC(=O)[C@@H](Cc2ccc(F)cc2)C/C=C\C[C@@H]1CC(=O)N(CCO)Cc1ccccc1	23µM*	?	?	-39%	-3%	?	-29%	?	-3.6%
CCCCn1c(NCCO)nc2ccccc21	1%	-3%	5%	-16%	28%	-6%	1%	i	0.4%
COc1cc(-c2cc(N)n(S(=O)(=O)c3ccc(F)cc3)n2)cc(OC)c1OC	10%	0%	?	-23%	-9%	-10%	1%	i	13%
COc1cccc(-c2nnc3sc(-c4ccccn4)nn23)c1	23%	22%	-6%	2%	-13%	22%	-5%	i	4.4%
CCCc1cc(C(N)=O)c(NC(=O)c2ccoc2C)s1	2%	1%	.	-18%	-15%	-15%	-4%	i	3.0%
O=C(NC(=S)Nc1ccc(S(=O)(=O)Nc2ncccn2)cc1)c1ccc(Br)cc1	2%	-8%	-10%	-54%	0%	0%	0%	i	0.2%
CC1=NN(c2ccccc2)C(=O)/C1=C\c1ccc(Oc2ccc([N+](=O)[O-])cc2[N+](=O)[O-])cc1	?	-22%[11.3 µM]	?	0%	2%	?	-7%	i	?
COc1cc(NC(=O)CSc2ncnc3sc4c(c23)CCCC4)c(C(=O)O)cc1OC	?	-1%	-25%	8%	-26%	2%	-13%	i	-0.3%
CCc1nnc(NC(=O)CCC(=O)N2CCN(C3CCCCC3)CC2)s1	?	-19%	11%	3%	12%	-29%	20%	i	0.3%
COc1ccc(S(=O)(=O)N2CCOCC2)cc1Cl	7%	2%	6%	0%	8%	-11%	3%	i	0.2%
CCN1CCN(C(=O)CCCCCn2c(=O)[nH]c3cc(C(=O)OC)ccc3c2=O)CC1	2%	0%	5%	-27%	-5%	-13%	?	i	-0.2%
CCC(=O)Nc1ccc(C(=O)COC(=O)c2sc(C)nc2C)cc1	-12%	6%	-5%	-1%	-5%	-5%	0%	i	0.2%
COc1ccc(S(=O)(=O)c2c(Nc3ccc(C)cc3)sc(C(=O)c3ccc(C)cc3)c2N)cc1	.	.	.	-1%	.	-3%	-14%	.	-1.3%
NC(=O)CC(NC(=O)Cc1ccc(Cl)cc1)c1ccc(NC2CCCC2)c([N+](=O)[O-])c1 (configuration not stated)	0%	?	?	-14%	-11%	6%	-10%	?	-1.2%
Cc1c(NC(=O)Nc2cccc(Cl)c2)c(=O)n(-c2ccccc2)n1C	-25%	5%	.	3%	2%	-2%	-7%	i	-1.2%

Record cards, from the list above. Order of screens: MCF10A rerep, ATXN2 expr inh, Nrf2 inh, HepG2 tox, EPAC2 antagonist, TGFb inhibitor, A549 tox, ATXN viability, Nrf2 activator
O=S1c2ccccc2Nc2ccccc21 across the screens: 1%, 9%, 13%, -23%, 13%, 5%, 0%, i, -1.1%
CCC(=O)N1c2ccc(S(=O)(=O)CCC(=O)N3CCN(c4ccccc4F)CC3)cc2CC1C (configuration not stated) across the screens: -7%, -20%, -16%, -1%, -4%, 6%, 16%, i, -0.7%
COC(=O)c1c(NC(=O)c2nc(SCc3cccc(C)c3)ncc2Cl)sc2c1CCCC2 across the screens: ., 1%, 23%, -11%, ., -17%, 1%, i, -0.5%
Cn1ccc(C(=O)OCC(=O)c2ccccc2)n1 across the screens: -13%, 42%[activator], ?, 10%, 10%, -22%, 4%, i, 1.7%
